# PfHsp90 yeast 2: reduces growth (ATP signal) of yeast expressing P. falciparum Hsp90; inhibition, % at 9.4 µM; 310,000 tested, 0.32% active; S. cerevisiae expressing PfHsp90, BacTiter-Glo ATP, 48 h; yeast lacking PDR1 and PDR3 efflux regulators;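 active = every replicate shows inhibition above about 80%, whatever the replicate mean, limit read from the data; inconclusive = mean inhibition reaches the set limit but some replicate falls short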;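 also: 0% = DMSO neutral controls and 100% = 20 µM radicicol positive controls; yeast relying on Plasmodium falciparum Hsp90 in place of its own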
# phage Ecoli inh: E. coli growth loss with phage present | growth absorbance | inhibition, % at 11.9 µM | 360,000 tested, 0.26% active | AID 651602; in the data active = inhibition above about 11%
# PvdQ inh: P. aeruginosa PvdQ acylase inhibition. purified PvdQ acylase, fluorescence plate reader. inhibition, % at 10 µM. 340,000 tested, 0.063% active. AID 488965; in the data active = inhibition above about 30%, passing the limit was not always enough; inconclusive = no clear call, values can overlap the other calls;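 also: 0% = vehicle neutral wells and 100% = reference inhibitor wells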
# E coli growth: reduces bacterial viability in AddAB counter-screen; 330,000 tested, 0.27% active; E. coli V3065 growth, OD600 absorbance, 18 h; inhibition, % at 11.9 µM; AID 449728;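 active = inhibition above the campaign's mean inhibition across all tested compounds plus 3 SD, cut at about 9.9% in these data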;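 also: uninfected addAB+ strain grown without phage in ampicillin broth; 0% = DMSO wells and 100% = ciprofloxacin 0.95 µg/ml wells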
# Rtt109 Vps75: C. albicans Rtt109 histone acetyltransferase inhibition; Q5AAJ8; 330,000 tested, 0.16% active; inhibition, % at 34.9 µM; AID 540336; purified Rtt109/Vps75, ThioGlo CoA-SH fluorescence, 4 h;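 active = inhibition of at least 50% in every replicate; inconclusive = best replicate reaches 50% inhibition but some replicates fall short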
# Target sequence (Q5AAJ8 whole entry, looked up): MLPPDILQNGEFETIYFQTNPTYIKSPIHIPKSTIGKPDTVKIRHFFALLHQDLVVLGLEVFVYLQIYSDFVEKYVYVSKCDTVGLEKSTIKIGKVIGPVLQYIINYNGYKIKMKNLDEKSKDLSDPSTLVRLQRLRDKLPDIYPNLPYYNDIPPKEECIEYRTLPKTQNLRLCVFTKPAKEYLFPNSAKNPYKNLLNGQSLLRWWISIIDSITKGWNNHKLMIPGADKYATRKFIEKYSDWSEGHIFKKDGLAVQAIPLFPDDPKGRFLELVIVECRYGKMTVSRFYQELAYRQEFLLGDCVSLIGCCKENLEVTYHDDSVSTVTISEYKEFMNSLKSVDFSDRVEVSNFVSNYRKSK
# Wnt bcat act: activates Wnt/beta-catenin signaling in a reporter cell assay | activator, plate reader | activation, % at 9.35 µM | 300,000 tested, 1.2% active; in the data active = activation above about 30%, passing the limit was not always enough; inconclusive = no clear call, values can overlap the other calls;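 also: 0% = neutral control wells and 100% = positive control wells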
# AddAB inh: less growth of phage-infected E. coli with AddAB | E. coli expressing H. pylori AddAB, absorbance growth | inhibition, % at 11.9 µM | 330,000 tested, 0.29% active | AID 435030; in the data active = inhibition above about 12%;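 also: 0% = vehicle wells of infected cells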
# Tat export inh: E. coli Tat transport inhibition. inhibition, % at 10 µM. 340,000 tested, 0.036% active. E. coli MC4100 TorA-mCherry Tat export, fluorescence;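 active = mean replicate inhibition at least 50% and at least half of replicates individually reaching 50%; inconclusive = only one of the two criteria met; inactive = neither criterion met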;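 also: exported cargo escapes ClpAP degradation while cytoplasmic cargo is degraded and loses fluorescence; 0% = median of neutral control wells and 100% = median of NaSCN control wells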
# CAL PDZ FP: blocks peptide binding to human CAL PDZ domain; AID 504414; Q9HD26; 330,000 tested, 0.02% active; purified CAL PDZ, TMR-peptide fluorescence polarization, 1 h; inhibition, % at 20 µM;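 active = highest replicate inhibition of at least 40%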;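 also: plate controls were DMSO neutral control wells for no effect and unlabeled competitor peptide control wells for full effect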
#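 Material: tagged CAL PDZ protein CerCALP, purified; buffer or medium: sodium phosphate/NaCl buffer pH 7.4 with TCEP, IgG, Thesit; also added: fluorescent TMR peptide probe; schedule: 1 h incubation at room temperature before polarization reading; technique: fluorescence polarization from S- and P-plane intensities, G-factor corrected; control set: unlabelled peptide and DMSO controls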
# DAGLB inh: diacylglycerol lipase beta (human) inhibition | Q8NCG7 | HEK293T DAGLB membrane lysate, EnzChek fluorogenic substrate | inhibition, % at 5.17 µM | 340,000 tested, 0.059% active | AID 504411; in the data active = inhibition above about 34%;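 also: 0% = enzyme with vehicle and 100% = wells lacking enzyme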
# Target sequence (Q8NCG7 whole entry, looked up): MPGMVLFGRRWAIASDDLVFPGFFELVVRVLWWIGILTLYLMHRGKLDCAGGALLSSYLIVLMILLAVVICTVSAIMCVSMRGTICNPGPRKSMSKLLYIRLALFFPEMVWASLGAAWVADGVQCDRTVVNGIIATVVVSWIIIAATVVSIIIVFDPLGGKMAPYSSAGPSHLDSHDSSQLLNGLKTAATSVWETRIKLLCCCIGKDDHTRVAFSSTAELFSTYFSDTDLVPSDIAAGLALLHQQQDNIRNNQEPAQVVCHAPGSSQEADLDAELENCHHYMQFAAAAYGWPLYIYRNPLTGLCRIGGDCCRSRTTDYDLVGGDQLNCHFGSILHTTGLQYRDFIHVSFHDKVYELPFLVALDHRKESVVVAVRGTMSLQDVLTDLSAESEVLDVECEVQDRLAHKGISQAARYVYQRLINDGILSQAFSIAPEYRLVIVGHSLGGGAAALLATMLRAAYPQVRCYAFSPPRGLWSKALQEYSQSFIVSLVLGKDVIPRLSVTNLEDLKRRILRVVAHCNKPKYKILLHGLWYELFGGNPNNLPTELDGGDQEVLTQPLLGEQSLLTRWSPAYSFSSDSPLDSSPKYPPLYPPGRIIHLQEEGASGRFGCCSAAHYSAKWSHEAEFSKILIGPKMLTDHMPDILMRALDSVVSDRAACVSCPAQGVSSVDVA
# The depositor's hits bear a star; ? = inconclusive; . = not tested or not shown.
SMILES,PfHsp90 yeast 2,phage Ecoli inh,PvdQ inh,E coli growth,Rtt109 Vps75,Wnt bcat act,AddAB inh,Tat export inh,CAL PDZ FP,DAGLB inh
CS(=O)(=O)N(Cc1ccccc1)c1ccc(C(=O)NCc2cccnc2)cc1,-18,3.6,-11,-1.9,-9,-1,-1.6,-9,-1.2,-2
CN(c1c(C#N)c(C(F)(F)F)nn1C)N(S(C)(=O)=O)S(C)(=O)=O,-13,5.3,6,-2.2,-13,0,0.1,5,0.3,-3
CCOc1ccc(NC(=O)C(C)Oc2ccccc2C(=O)Nc2ccc(C)c(Cl)c2)cc1 (stereo unspecified),-13,4.5,0,-1.6,4,9,1.2,-14,-0.8,-2
Cc1c(C(=O)N2CC(C(=O)N3CCCCC3)Oc3ccccc32)oc2ccccc12 (stereo unspecified),3,1.5,3,.,-2,-4,.,1,-0.2,-4
Cc1cccc(NS(=O)(=O)c2cc(C(=O)N3CCOCC3)ccc2Cl)c1,-15,1.5,0,-0.2,-5,1,1.6,3,0.0,-2
CC1(C)CC(=O)C2=C(C1)Nc1ccccc1NC2c1ccc(F)c(F)c1 (stereo unspecified),-40,0.8,-13,1.5,-5,0,-0.3,3,0.0,2
COc1cccc(OC)c1C(=O)N1CCN=C1SCc1cccnc1,2,0.6,-24,3.0,-4,.,-0.6,7,.,-1
O=C(CNC(=O)c1ccc(Br)o1)Nc1ccccc1,45,0.6,-9,.,-16,0,.,6,0.2,0
CCOC(=O)c1ccc2c(c1)nc(SC(C)C(=O)NCC1CCCO1)n2CC (stereo unspecified),.,0.2,-3,0.7,2,-1,0.1,6,-0.7,-5
CC(C)CC(=O)N1CCN(S(=O)(=O)c2ccc(F)cc2)CC1,-77,0.7,-12,0.9,-4,-1,-0.9,-3,0.0,2
COc1ccc(-n2c(SCc3nnc(-c4ccccc4)o3)nnc2-c2ccccc2)cc1,.,0.9,-8,-0.2,13,-5,2.8,2,-1.9,0
COc1ccc(-c2cc(-c3ccc(O)cc3)nc(N)c2C#N)cc1,11,-2.6,-7,-0.6,4,2,-0.6,1,-3.9,0
CC(C)CC(c1nnnn1C(C)(C)C)N1CCN(Cc2ccccc2)CC1 (stereo unspecified),11,2.1,-17,1.5,-21,0,3.1,0,-0.4,-4
O=C(Nc1nc2nccc(-c3ccccc3)n2n1)C(Cl)(Cl)Cl,-3,2.4,-9,0.1,1,11,4.2,5,-2.9,4
O=C(NCCS(=O)(=O)NCc1cccnc1)c1ccccc1,2,1.9,1,2.0,-4,-2,2.1,4,-2.9,1

# Shown with bars between the fields: four of the compounds above
molecule | PfHsp90 yeast 2 | phage Ecoli inh | PvdQ inh | E coli growth | Rtt109 Vps75 | Wnt bcat act | AddAB inh | Tat export inh | CAL PDZ FP | DAGLB inh
CCOC(=O)c1ccc2c(c1)nc(SC(C)C(=O)NCC1CCCO1)n2CC (stereo unspecified) | . | 0.2 | -3 | 0.7 | 2 | -1 | 0.1 | 6 | -0.7 | -5
CC(C)CC(=O)N1CCN(S(=O)(=O)c2ccc(F)cc2)CC1 | -77 | 0.7 | -12 | 0.9 | -4 | -1 | -0.9 | -3 | 0.0 | 2
CN(c1c(C#N)c(C(F)(F)F)nn1C)N(S(C)(=O)=O)S(C)(=O)=O | -13 | 5.3 | 6 | -2.2 | -13 | 0 | 0.1 | 5 | 0.3 | -3
O=C(Nc1nc2nccc(-c3ccccc3)n2n1)C(Cl)(Cl)Cl | -3 | 2.4 | -9 | 0.1 | 1 | 11 | 4.2 | 5 | -2.9 | 4

# Next entries follow.
SMILES,PfHsp90 yeast 2,phage Ecoli inh,PvdQ inh,E coli growth,Rtt109 Vps75,Wnt bcat act,AddAB inh,Tat export inh,CAL PDZ FP,DAGLB inh
O=[N+]([O-])c1ccc(NC(=S)N2CCc3ccccc3C2)cc1,-16,5.4,-5,-2.8,4,.,0.8,-4,-0.4,-3
CC(C)CN(C(=O)COC(=O)CNC(=O)c1ccc(Cl)cc1)C1CCS(=O)(=O)C1 (stereo unspecified),.,2.5,-9,-3.6,3,-3,0.2,0,-0.7,0
COc1ccc(NC(=O)CSc2n[nH]c(=O)n2C2CC2)cc1Cl,11,1.5,7,.,-12,2,.,-1,-1.1,-2
Cc1cccc(N2CCN(C(=O)c3cc(C)oc3C)CC2C)c1 (stereo unspecified),-9,3.2,-18,-0.2,5,-1,2.1,-3,0.8,-7
COc1ccc(/C(C#N)=C/c2ccccn2)cc1,1,-1.5,53*,0.4,2,33*,-0.6,1,-0.9,-2
Cc1ccccc1-n1c(C)cc(/C=C(\C#N)C(=O)NCC2CCCO2)c1C (stereo unspecified),2,2.4,5,1.5,2,8,-0.5,3,0.2,1
CC(OC(=O)c1ccccc1NCCO)C(=O)Nc1ccnn1C(C)C (stereo unspecified),-8,1.8,-6,-1.2,-35,2,1.8,-3,-2.3,1
C=CCSc1nnc(NC(=O)Cn2cnc3c2c(=O)n(C)c(=O)n3C)s1,.,0.1,-14,0.2,-8,-1,3.6,-12,-1.0,2
COc1ccc(NC(=O)CN(C)C(=O)c2ccc(NS(=O)(=O)c3ccc(C)c([N+](=O)[O-])c3)cc2)cc1,-6,0.5,-6,-1.4,15,-2,1.0,-7,-1.7,2
CSCCC(NC(=O)c1ccco1)C(=O)Nc1cc(C)ccn1 (stereo unspecified),7,4.1,-7,0.8,3,30,2.5,-3,-1.5,-1
COc1ccc(C(=O)N2CCC(N3CCN(c4ccccc4)CC3)CC2)cc1OC,-2,1.0,9,1.4,-4,1,2.1,6,0.4,-1
CCOC(=O)N1CCC(Nc2ccc(N3C(=O)C4CCCCC4C3=O)cc2[N+](=O)[O-])CC1 (stereo unspecified),-6,3.5,8,1.7,39,-3,0.4,0,-2.9,6
CSc1nc(N)n2nc(C(C)(C)C)cc2n1,4,0.4,-3,-1.3,11,5,2.8,3,-1.6,-2
COc1ccc(OCCCC(=O)Nc2ccc3c(c2)OCO3)cc1,.,3.3,2,0.8,4,3,2.8,-2,-0.7,0
Nc1ccc(Nc2ccccc2)c(Cl)c1,4,1.0,23,-2.0,-2,2,1.9,-3,-0.9,6
CCOc1ccc(Cc2noc3c2C(=O)CCC3)cc1OCC,.,1.1,1,-1.3,0,-2,-1.5,1,0.3,-2
CCc1ccc(C2C(C#N)=C(N)SC(N)=C2C#N)s1,-3,.,1,-5.7,1,.,-0.4,-8,-4.4,-2
CC(=O)c1cccc(NC(=O)c2ccc(N(Cc3ccc(C)cc3)S(C)(=O)=O)cc2)c1,-1,0.9,5,-1.1,0,-3,-1.2,9,-1.7,-2
CCOc1ccc(-c2nc(C#N)c(NCc3ccc4c(c3)OCO4)o2)cc1,1,0.5,4,-1.0,-6,-1,-2.0,-6,1.1,-4
Cc1cc(C)c(C(=O)Nn2c(C)nc3ccccc3c2=O)cc1C,17,1.2,9,-1.0,0,0,-1.8,-2,-0.2,-3
CN(C)Cc1c(C(=O)N/N=C/c2ccccc2OCc2c(F)cccc2Cl)nnn1-c1nonc1N,-1,2.9,-1,-0.1,-12,-5,2.4,-9,-0.7,2
COc1cc(C(=O)N/N=C/c2sc(=O)n(-c3ccccc3)c2Cl)cc(OC)c1OC,-10,1.5,-3,-3.2,-6,0,-1.3,-3,-11,-1
COCCNC(=O)CN(c1cc(Cl)ccc1OC)S(=O)(=O)c1ccc(C)c([N+](=O)[O-])c1,3,4.4,1,0.3,3,-2,0.1,-7,-0.6,-1
CCCc1nnc(NC(=O)CCC(=O)N2CCCCC2CC)s1 (stereo unspecified),10,2.2,-12,-3.4,-28,.,1.9,-2,-4.4,2
O=C(c1ccccc1Oc1ccc([N+](=O)[O-])cc1)N1CCOCC1,-6,1.9,9,-1.9,16,-4,1.6,-11,-0.9,-2
COc1cccc(C(CNc2ccc(S(=O)(=O)N3CCN(C)CC3)cc2[N+](=O)[O-])N(C)C)c1 (stereo unspecified),.,3.0,-2,.,8,-2,.,0,-2.0,3
CCC(=O)N1c2ccc(S(=O)(=O)CCC(=O)Nc3ccc(OC)cc3OC)cc2CC1C (stereo unspecified),4,0.8,-16,-3.6,0,0,-3.9,0,-1.7,-3
COC(=O)[C@H](C)NC(=O)NC1CCCc2ccccc21 (stereo partly specified),.,.,-14,-2.7,-9,-1,-2.5,-3,-0.4,-2
CCc1ccc(N2C(=O)C(Cl)=C(N3CCCCCC3)C2=O)cc1,-17,1.4,-19,.,-12,2,.,-4,-0.4,-12
Fc1ccccc1SCc1nnc(-c2ccccc2Br)o1,29,4.4,-11,1.3,-5,13,1.8,1,-1.7,-7
CCC1C(=O)C[C@H]2CCN3C(=O)CCCC1C23 (stereo partly specified),-14,4.0,-16,-0.2,0,-1,0.6,-2,0.2,0
Cc1cccc(C)c1NC(=O)NCCCN1CCN(c2ccccc2)CC1,-6,2.2,-17,-0.7,-3,0,0.4,-3,-0.5,1
Cc1ccccc1-c1nc(CN2CCC(C(=O)O)CC2)c(C)o1,11,1.4,4,5.6,17,-3,20*,?,-0.2,-1
COc1ccc(/C(C)=N/NC(=O)c2ccc(CSc3cccc4cccnc34)cc2)cc1OC,3,1.9,-14,-1.1,-1,5,-1.8,1,-0.9,-5
CCOc1cccc(OCCCCN2CCCCC2)c1,-30,2.0,-2,2.0,9,.,1.8,-6,-0.8,0
Cc1ccc(S(=O)(=O)N2CCN(C(=O)c3cccs3)CC2)cc1C,-8,3.6,-14,-1.7,0,0,1.3,-3,-0.7,0
COc1ccc(OC)c(S(=O)(=O)Nc2c(F)cccc2F)c1,.,2.5,5,1.0,8,-5,0.8,-8,.,0
COc1ccc(CC(=O)Nc2ccc(-c3nnc(-c4ccccc4)o3)cc2)cc1,-23,0.6,-6,2.3,-4,0,-0.2,1,0.1,3
CCCCn1c(-c2ccco2)nc2ccccc2c1=O,-30,4.4,-10,-2.3,-5,.,2.3,-1,-0.6,-2
Cc1ccc(S(=O)(=O)C(C#N)c2nc3ccccc3nc2OC(C)C)cc1 (stereo unspecified),-1,1.7,-13,-0.4,-15,.,1.2,-10,-2.8,5
CCC(C)[C@@H](CN)NCC1(c2ccccc2)CC1 (stereo partly specified),-17,1.2,-13,-3.4,-12,-3,-0.5,0,-0.4,2
Cc1ccc(N2C(=O)c3ccccc3NC2C(C)Cc2ccc3c(c2)OCO3)cc1 (stereo unspecified),-1,1.4,-20,0.9,-17,.,3.2,-1,-1.8,-2
CCc1ccc(NC(=O)CS(=O)CC(=O)NC(C)CCc2ccco2)cc1 (stereo unspecified),-23,-0.5,-12,0.7,-4,.,-0.8,6,0.9,-1
COc1ccc(OC)c(C(=O)CSc2nnc(Cc3cccs3)n2CCc2ccccc2)c1,.,1.1,-3,-3.9,2,-5,0.3,19,-0.9,-4
COc1ccccc1CNC(=O)c1cc(-c2ccncc2)nc2c(Cl)cccc12,21,1.6,-2,0.2,-13,-4,0.9,3,-3.2,-1
Cc1ccc(CNC(=O)CN(C(=O)N2CCN(C)CC2)S(=O)(=O)c2ccc(C)cc2)cc1,.,3.2,-9,0.2,-4,-1,2.3,5,-1.4,0
COc1cc2cc(Br)cc(Br)c2nc1C,-25,1.6,-12,-2.7,1,0,3.4,-2,-4.5,-11
O=C(CCc1ccccc1)Nc1ccc(S(=O)(=O)NC2=NCCCCC2)cc1,7,0.1,-1,0.6,4,1,0.2,-5,-1.7,-2
Cc1ccc(NC(=O)NCc2cccn2C)cc1C,-6,1.4,3,-1.2,7,5,1.2,-4,-0.8,0

# Screening results: PubChem, several laboratories
